Screening results (PubChem)
EBNA-1 inhibitor: blocks EBNA-1 binding to DNA | inhibition, % at 14.8 µM | 0.34% of 300,000 active | EBNA-1 DNA binding, fluorescence polarization; in the data active means inhibition above about 28%
core dimer inh: HCV core protein dimerization inhibition | TR-FRET GST/Flag-core106 dimerization, 1536-well | inhibition, % at 5 µM | 0.33% of 300,000 active | AID 1899;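 active means inhibition above the mean of all tested compounds plus 3 SD, set per screening campaign, cut at about 45% in these data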
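Assay system – GST-tagged and Flag-tagged HCV core protein residues 1-106 · Quantity – core106 proteins, GST 13.5 nM and Flag 17 nM · Benchmarks – unlabelled core106 and no-GST-core106 wells · Read-out basis – percent inhibition of core106 dimerization signal · Detection – time-resolved FRET, ex 340 nm, em 617 and 671 nm · Schedule – 4 h at 22.5 °C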
ZTA counter: blocks Epstein-Barr virus ZTA, an EBNA-1 counter-screen; P03206; ZTA-DNA binding, fluorescence polarization; inhibition, % at 11 µM; 0.15% of 320,000 active; in the data active means inhibition above about 33%
Target sequence (P03206 whole entry, looked up): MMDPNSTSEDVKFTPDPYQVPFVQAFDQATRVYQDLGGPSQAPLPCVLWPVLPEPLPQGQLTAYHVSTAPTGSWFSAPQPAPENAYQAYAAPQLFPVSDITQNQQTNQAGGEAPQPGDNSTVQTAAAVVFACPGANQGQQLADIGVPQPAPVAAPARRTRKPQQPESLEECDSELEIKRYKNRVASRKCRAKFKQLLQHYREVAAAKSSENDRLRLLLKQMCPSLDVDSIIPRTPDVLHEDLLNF
PREPL inhibitor: inhibitors of human prolyl oligopeptidase-like enzyme PREPL | Q4J6C6 | 0.68% of 320,000 active | AID 2751 | recombinant PREPL, fluorescence polarization activity-based probe | inhibition, % at 5.96 µM; in the data active means inhibition above about 43%;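 further: 0% = enzyme with DMSO and 100% = wells lacking enzyme; many of its hits are not listed in these tables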
PP5 inh: PP5 (human) phosphatase inhibition; P53041; purified PP5c, OMFP substrate fluorescence; inhibition, % at 6.7 µM; 0.18% of 320,000 active; AID 1987;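 active means inhibition above the campaign's mean inhibition across all tested compounds plus 3 SD, cut at about 9.5% in these data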;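 further: 0% = DMSO only and 100% = 100 µM cantharidin control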
Target sequence (P53041 whole entry, looked up): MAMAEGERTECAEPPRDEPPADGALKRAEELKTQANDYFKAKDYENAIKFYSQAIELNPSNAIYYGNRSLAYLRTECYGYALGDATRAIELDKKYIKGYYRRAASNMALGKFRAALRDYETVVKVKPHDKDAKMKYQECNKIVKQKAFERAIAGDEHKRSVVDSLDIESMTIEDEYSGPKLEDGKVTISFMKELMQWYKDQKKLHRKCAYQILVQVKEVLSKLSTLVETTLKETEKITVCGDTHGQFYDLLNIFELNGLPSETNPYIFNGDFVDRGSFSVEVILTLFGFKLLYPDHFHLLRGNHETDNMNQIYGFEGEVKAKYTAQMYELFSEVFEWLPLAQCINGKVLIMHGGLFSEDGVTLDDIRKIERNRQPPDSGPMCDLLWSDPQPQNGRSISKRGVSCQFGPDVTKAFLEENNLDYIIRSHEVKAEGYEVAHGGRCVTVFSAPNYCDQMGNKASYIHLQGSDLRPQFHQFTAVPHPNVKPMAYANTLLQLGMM
PP1 inh: PP1-alpha (human) inhibition in PP5 counter-screen; 0.9% of 320,000 active; inhibition, % at 6.7 µM; purified PP1alpha, OMFP fluorescence; P62136;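 active means inhibition above the mean inhibition of all tested compounds plus 3 SD, computed separately for each screening campaign, cut at about 15% in these data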
Efflux pump inh: inhibitors of Candida antifungal efflux pumps expressed in yeast. S. cerevisiae Candida pump triplex, Nile Red efflux. inhibition, % at 10 µM. 0.44% of 330,000 active. AID 485275;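 active means plate passing quality check with inhibition over a set limit, or well fluorescence over plate mean plus 4 SD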;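 further: Nile Red retained in pooled yeast measured as flow cytometry median fluorescence; 0% = buffer negative control and 100% = Enniatin B positive control; higher means more Nile Red kept so more efflux inhibition; some compounds called inactive have numbers as strong as hits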
TPT1 inhibitor: inhibitors of Candida albicans tRNA 2'-phosphotransferase TPT1 | 0.81% of 300,000 active | inhibition, % at 5 µM | recombinant caTPT1, FP RNA substrate dephosphorylation | AID 1962;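 active means inhibition above the mean of all tested compounds plus 3 SD, set per screening campaign, cut at about 24% in these data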;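 further: plate controls were DMSO alone for no effect and ferristatin control at 100 nM for full effect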
Fh CTSL1 inh: cathepsin L1 inhibition, PFM18AAP counter-screen. recombinant F. hepatica cathepsin L1, Z-Leu-Arg-MCA fluorescence. inhibition, % at 5.96 µM. 0.49% of 300,000 active;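 active means inhibition above the mean of all tested compounds plus 3 SD, set per screening campaign, cut at about 17% in these data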;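 further: 0% = plate median of test compound wells and 100% = 1 µM Z-Phe-Ala-diazomethylketone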
Numbers without * were called inactive; . = not tested or not shown. This is a subset, so the mix of outcomes need not match the whole.

1. CCC(C)(C)C1CCc2c(sc(NC(=O)c3ccoc3C)c2C(N)=O)C1 (centres undefined)
2. COCC(=O)N(Cc1cc2ccccc2[nH]c1=O)c1ccccc1OC
3. Nc1cc(-c2ccccc2)ccc1O
4. O=C(c1ccc(Cl)c(S(=O)(=O)N2CCOCC2)c1)N1CCCCC1
5. CC(C)C(NC(=O)c1ccc(S(=O)(=O)N2CCOCC2)cc1)c1nc2ccccc2[nH]1 (centres undefined)
6. C[C@H]1CN=C(N(C)C)N1CCc1ccccc1
7. O=C(CSc1nnnn1C1CCCCC1)Nc1ccc(F)cc1
8. CN1C(=O)c2cccc3c(S(N)(=O)=O)ccc1c23
entry no.	1	2	3	4	5	6	7	8
PREPL inhibitor	-5	-2	11	4	-4	-5	-2	-4
Efflux pump inh	-0.1	0.0	0.2	0.1	0.0	0.1	-0.2	0.0
ZTA counter	-2	8	4	0	14	-3	-3	7
EBNA-1 inhibitor	2	4	-5	-7	5	-19	-1	-3
core dimer inh	10	-2	-9	1	1	-10	0	-13
PP5 inh	2.4	-3.4	1.3	2.3	-2.0	2.3	-1.2	2.4
TPT1 inhibitor	1	-3	3	-3	-5	-2	-2	0
Fh CTSL1 inh	3	-1	-2	-3	-4	-1	-2	2
PP1 inh	0	3	-6	-4	-2	-2	-3	-4

9. CN(C)S(=O)(=O)c1cccc(NC(=O)CSc2nc3c(cc2C#N)C(=O)CC(C)(C)C3)c1
10. CC(C)c1ccc(/C=N/n2c(-c3ccccc3)n[nH]c2=S)cc1
11. CCOC(=O)C1(Cc2ccc(Cl)cc2)CCN(CCCn2cccn2)CC1
12. CCN(CC(=O)NC1CCS(=O)(=O)C1)c1ccc(S(C)(=O)=O)cc1[N+](=O)[O-] (centres undefined)
13. Clc1cc(Br)ccc1OCCOCCN1CCOCC1
14. CCOc1cc2[nH]c(=S)n(CCCN(CC)CC)c(=O)c2cc1OCC
15. O=C(Nc1cccc(Cl)c1N1CCOCC1)c1cccs1
16. CC(=O)Nc1ncc(N=Nc2cccc(C(F)(F)F)c2)s1
entry no.	9	10	11	12	13	14	15	16
PREPL inhibitor	7	5	3	6	15	8	11	12
Efflux pump inh	-0.1	0.1	0.2	0.1	0.0	0.0	0.3	0.1
ZTA counter	-4	-2	6	2	1	-13	1	-3
EBNA-1 inhibitor	3	6	-12	-3	0	2	2	0
core dimer inh	8	1	-4	-2	2	-3	-12	6
PP5 inh	1.2	1.4	-0.7	0.6	2.7	2.8	2.9	0.8
TPT1 inhibitor	0	-1	1	0	3	-2	2	0
Fh CTSL1 inh	2	4	2	-3	-4	0	0	-3
PP1 inh	-1	7	-7	-1	-3	1	-3	3

17. CCN(CC)S(=O)(=O)c1ccc(O)c(C(=O)OCC(=O)NC2CCCC2)c1
18. C[C@@]12C(=O)N(CC3CCCO3)CC(=O)N1[C@H]1c3ccccc3OC[C@@H]1[C@@H]2c1ccccc1 (some centres undefined)
19. O=S(=O)(c1cccc2nsnc12)N1CCN(C/C=C/c2ccccc2)CC1
20. CC1CCCCN1C(=O)CSc1nnc(-c2ccccc2F)o1 (centres undefined)
21. Cc1cc(NS(=O)(=O)c2ccc(NC(=S)NC(=O)c3ccncc3)cc2)no1
22. COc1ccc(Cc2nc3ccccc3n2C)cc1
23. CCn1cc(CN2CCC(Oc3ccc(C(=O)N4CCCCC4)cc3)CC2)cn1
24. CN(C)S(=O)(=O)c1ccc(C(=O)NCC(C)(C)N2CCOCC2)cc1
entry no.	17	18	19	20	21	22	23	24
PREPL inhibitor	-2	5	23	1	-8	1	0	0
Efflux pump inh	0.0	0.0	-0.1	0.1	-0.1	0.3	0.0	-0.3
ZTA counter	-3	-14	2	-3	13	-6	-6	-16
EBNA-1 inhibitor	-9	.	8	-10	11	-8	6	1
core dimer inh	-2	.	2	1	0	-2	-8	-4
PP5 inh	-0.7	1.1	-0.1	-1.8	0.3	-2.1	-0.2	-1.9
TPT1 inhibitor	-6	.	-1	0	0	-1	0	0
Fh CTSL1 inh	5	.	-3	5	-3	-25	-1	-4
PP1 inh	-3	-1	-4	-3	-5	4	-2	-2

At a glance, part of the list above.
13. Clc1cc(Br)ccc1OCCOCCN1CCOCC1
14. CCOc1cc2[nH]c(=S)n(CCCN(CC)CC)c(=O)c2cc1OCC
15. O=C(Nc1cccc(Cl)c1N1CCOCC1)c1cccs1
16. CC(=O)Nc1ncc(N=Nc2cccc(C(F)(F)F)c2)s1
17. CCN(CC)S(=O)(=O)c1ccc(O)c(C(=O)OCC(=O)NC2CCCC2)c1
18. C[C@@]12C(=O)N(CC3CCCO3)CC(=O)N1[C@H]1c3ccccc3OC[C@@H]1[C@@H]2c1ccccc1 (some centres undefined)
19. O=S(=O)(c1cccc2nsnc12)N1CCN(C/C=C/c2ccccc2)CC1
20. CC1CCCCN1C(=O)CSc1nnc(-c2ccccc2F)o1 (centres undefined)
21. Cc1cc(NS(=O)(=O)c2ccc(NC(=S)NC(=O)c3ccncc3)cc2)no1
entry no.	13	14	15	16	17	18	19	20	21
PREPL inhibitor	15	8	11	12	-2	5	23	1	-8
Efflux pump inh	0.0	0.0	0.3	0.1	0.0	0.0	-0.1	0.1	-0.1
ZTA counter	1	-13	1	-3	-3	-14	2	-3	13
EBNA-1 inhibitor	0	2	2	0	-9	.	8	-10	11
core dimer inh	2	-3	-12	6	-2	.	2	1	0
PP5 inh	2.7	2.8	2.9	0.8	-0.7	1.1	-0.1	-1.8	0.3
TPT1 inhibitor	3	-2	2	0	-6	.	-1	0	0
Fh CTSL1 inh	-4	0	0	-3	5	.	-3	5	-3
PP1 inh	-3	1	-3	3	-3	-1	-4	-3	-5

Other records:
25. O=C1Nc2ccccc2C1=Nc1ccc(-c2nnc3n2CCCCC3)cc1
26. COc1ccccc1C(=O)NCCC(=O)NC1=NCCS1
27. CN1C(=O)c2ccc(NC(=O)c3cccc4ccccc34)cc2C1=O
28. CCN(CC)CCN1c2ccccc2Sc2ccccc21
29. COc1cccc2c(=O)n(CC(=O)N3CCCCC3)ccc12
30. COc1cc(/C=N/NC(=O)c2cc(-c3ccccc3)nc3ccccc23)ccc1O
31. CCOC(=O)c1ccccc1N/C=C/C(=O)c1ccccc1
32. CSCCC(NC(=O)c1ccccc1)C(=O)NCc1ccc(S(N)(=O)=O)cc1 (centres undefined)
entry no.	25	26	27	28	29	30	31	32
PREPL inhibitor	-1	7	-2	9	11	0	1	12
Efflux pump inh	0.1	-0.2	0.4	0.2	0.0	0.0	-0.1	-0.5
ZTA counter	4	12	10	-3	1	-17	5	5
EBNA-1 inhibitor	-4	.	-14	7	-2	-18	1	1
core dimer inh	0	.	1	-6	17	-10	8	-1
PP5 inh	2.1	-0.9	0.7	1.3	-0.7	3.1	3.1	-1.9
TPT1 inhibitor	5	.	-2	1	-1	0	-1	-2
Fh CTSL1 inh	1	.	1	-3	-2	3	4	4
PP1 inh	-1	-1	0	4	-4	1	5	-2

Record cards, from the list above.
`CSCCC(NC(=O)c1ccccc1)C(=O)NCc1ccc(S(N)(=O)=O)cc1` (centres undefined) across the screens: PREPL inhibitor = 12; Efflux pump inh = -0.5; ZTA counter = 5; EBNA-1 inhibitor = 1; core dimer inh = -1; PP5 inh = -1.9; TPT1 inhibitor = -2; Fh CTSL1 inh = 4; PP1 inh = -2
`CCOC(=O)c1ccccc1N/C=C/C(=O)c1ccccc1` across the screens: PREPL inhibitor = 1; Efflux pump inh = -0.1; ZTA counter = 5; EBNA-1 inhibitor = 1; core dimer inh = 8; PP5 inh = 3.1; TPT1 inhibitor = -1; Fh CTSL1 inh = 4; PP1 inh = 5

Next part:
33. COC(=O)NC(NC(=S)Nc1cccc(C)c1)C(Cl)(Cl)Cl (centres undefined)
34. COC(c1ccccc1)c1nnc(CCC(=O)NCCc2ccc(Cl)cc2)o1 (centres undefined)
35. Cc1ccccc1Cn1nc(C)c(NC(=O)C(F)(F)F)c1C
36. COc1ccc(S(=O)(=O)N(C)C)cc1NCC(=O)Nc1ccc(Br)c(C)c1
37. Cc1ccc(-c2c(C(=O)N/N=C/c3ccc4c(c3)OCO4)nnn2-c2nonc2N)cc1
38. COc1cccc(NC(=O)CN2CCN(c3ccc(F)cc3)CC2)c1
39. COCCN1C2=C(C(=O)CC(C)(C)C2)C(c2ccc(O)c(OC)c2)C2=C1CC(C)(C)CC2=O
40. CN(C)S(=O)(=O)c1cccc(NC(=O)c2cncc(Br)c2)c1
entry no.	33	34	35	36	37	38	39	40
PREPL inhibitor	-8	10	8	-33	-6	19	-1	3
Efflux pump inh	-0.3	0.1	0.6	-0.2	-0.1	0.1	-0.2	0.0
ZTA counter	-3	-28	-15	-22	3	-3	8	3
EBNA-1 inhibitor	1	-6	-13	-5	12	0	12	1
core dimer inh	-2	-11	-10	3	8	-6	3	5
PP5 inh	2.4	4.2	-0.7	2.3	4.0	2.0	-0.4	0.6
TPT1 inhibitor	-3	-1	-1	-5	-3	-6	0	0
Fh CTSL1 inh	-4	-4	-5	15	4	-2	-1	2
PP1 inh	0	-3	-2	9	4	1	1	-2

41. Cc1ccc2c(c1)/C(=N/OC(=O)c1ccc(F)cc1)CCS2
42. COc1ccc(OCC(=O)N/N=C/C2CC=CCC2)cc1 (centres undefined)
43. CCN(C(=O)CN1CCN(c2cccc(Cl)c2)CC1)c1c(N)n(Cc2ccccc2)c(=O)[nH]c1=O
44. COc1ccc(CCNC(=O)C(=O)NCc2ccc(C)cc2)cc1OC
45. COc1cccc(CNC(=O)Cn2nc([N+](=O)[O-])c(Br)c2C)c1
46. O=C(NCC(c1ccco1)N1CCN(c2ccc(F)cc2)CC1)C(=O)NC1CCCCC1 (centres undefined)
47. O=c1nc(/C=C/c2cccn2-c2ccc([N+](=O)[O-])cc2)cc(C(F)(F)F)[nH]1
entry no.	41	42	43	44	45	46	47
PREPL inhibitor	1	5	6	6	0	-1	0
Efflux pump inh	0.2	0.0	0.3	0.1	0.0	0.0	0.0
ZTA counter	5	6	-14	-15	-7	-9	3
EBNA-1 inhibitor	7	-2	-15	-7	3	4	12
core dimer inh	5	6	5	-4	11	2	61*
PP5 inh	0.7	-1.3	1.0	-1.1	0.5	-1.9	-0.2
TPT1 inhibitor	-1	-1	1	-2	-1	-1	84*
Fh CTSL1 inh	-8	2	-6	2	2	0	5
PP1 inh	-5	-6	-1	-3	-1	-6	5
